Source: PubChem (National Center for Advancing Translational Sciences (NCATS))
POLH inh – qHTS for Inhibitors of Polymerase Eta | DNA polymerase eta (Homo sapiens), Q9Y253 | hit rate 1.2% among 390,000 | Potency, µM (highest dose often 114 µM), for inactives: at the top dose activity change, negative = inhibition, most hits filed as inhibitors | recombinant Pol eta, fluorescent DNA replication assay; further: potency means the concentration at half of the fitted maximal effect; on the % scale 0 is the no-effect control and ±100 the full control effect
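Pol eta at 10 nM preincubated with compounds 15 min at room temperature; reaction started with fluorescent substrate (50 nM final) and read kinetically at 0 and 10 min.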
PGK inhibitor – qHTS Assay to Find Inhibitors of Phosphoglycerate Kinase; Phosphoglycerate kinase, glycosomal (Trypanosoma brucei brucei), P07378; PGK/GAPDH coupled, Kinase-Glo luminescence, 60 min; Potency, µM (titrated, usually from 57.5 µM), inactives show at the top dose activity change, negative = inhibition, usual class: inhibitors; hit rate 0.043% among 380,000; AID 602233, 2012; further: potency means the concentration at half of the fitted maximal effect; on the % scale 0 is the no-effect control and ±100 the full control effect; nearly all actives have a fitted effect of over 60% in size
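Recombinant glycosomal PGK reaction used 1,3-bisphosphoglycerate generated in-well by GAPDH (100nM final) in 100mM TEA pH 7.6, 5mM MgCl2, 0.01% Tween-20. After 60 minutes at room temperature, ATP was read by Kinase-Glo Plus luminescence end-point.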
PI4K2A inh – qHTS for small molecular inhibitors of PI4K2A; purified PI4K2A, ADP-Glo luminescence, 1 h; stronger effect = lower value; Phosphatidylinositol 4-kinase type 2-alpha (Homo sapiens), Q9BTU6; activity change, negative = inhibition, % at 76.9 µM; AID 1346378, 2018; hit rate 0.13% among 420,000; in the data active means activity change below about -50%; inconclusive means mostly about -30% to -49%;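 further: -100% = wells without enzyme as full effect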
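ADP-Glo luminescence measured ADP generated by PI4K2A enzyme (4 ug/mL before mixing) with 1.2 mM PI substrate (pre-mix) and 300 microM ATP (pre-mix). Tris pH7.5 buffer with MgCl2, Triton X-100; 1 h reaction at ambient temperature.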
GLS inhibitor – qHTS for Inhibitors of Glutaminase (GLS); Glutaminase kidney isoform, mitochondrial (Homo sapiens), O94925; GLS enzymatic activity, qHTS titration; Potency, µM (titrated, usually from 45.5 µM), inactives show at the top dose activity change, negative = inhibition, usual class: inhibitors; hit rate 0.21% among 410,000; AID 624170, 2012; further: potency means the concentration at half of the fitted maximal effect; on the % scale 0 is the no-effect control and ±100 the full control effect
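Coupled fluorescence readout: glutamate oxidase/HRP/Amplex Red detect glutamate formed by hKGA from L-glutamine (1 mM solution added). Buffer 45 mM KH2PO4 pH 8.2, 0.02% Tween-20; reads at t0 and 30 min RT.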
BAZ2B inh – qHTS Assay for Inhibitors of BAZ2B. Bromodomain adjacent to zinc finger domain protein 2B (Homo sapiens), Q9UIF8. AlphaScreen BAZ2B-H3K14Ac peptide displacement. Potency, µM (highest dose often 114 µM), for inactives: at the top dose activity change, negative = inhibition, most hits filed as inhibitors. hit rate 4.4% among 360,000. AID 504333, 2011; further: potency means the concentration at half of the fitted maximal effect; on the % scale 0 is the no-effect control and ±100 the full control effect; nearly all actives have a fitted effect of over 60% in size
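AlphaScreen displacement: compounds (up to 110uM) incubated 30 min at room temperature with a preformed 50 nM BAZ2B/50 nM biotinylated H3K14Ac peptide complex in PBS pH 7.4 with Tween-20. Donor and acceptor beads at 10 ug/mL final added, 20 min light-protected before reading.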
G9a inh – qHTS Assay for Inhibitors of Histone Lysine Methyltransferase G9a | Histone-lysine N-methyltransferase EHMT2 (Homo sapiens), Q96KQ7 | G9a H3K9 monomethylation, AlphaScreen, 2 h | Potency, µM (titrated, usually from 102 µM), for inactives: top-dose activity, negative = inhibition, hits mostly inhibitors | hit rate 8.8% among 350,000; further: potency means the concentration at half of the fitted maximal effect; on the % scale 0 is the no-effect control and ±100 the full control effect; nearly all actives have a fitted effect of over 75% in size
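Using a bead-based AlphaScreen, monomethylated H3K9 product from 2 h room-temperature reactions (G9a 20 nM, peptide 500 nM, SAM 20 uM) was detected with 0.5 ug/mL rabbit anti-H3K9me1 antibody.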
JMJD2A Tudor – qHTS Assay for Inhibitors of JMJD2A-Tudor Domain; hit rate 4.4% among 390,000; AlphaScreen JMJD2A-Tudor / H3K4me3 peptide binding; Lysine-specific demethylase 4A (Homo sapiens), O75164; Potency, µM (top dose mostly 114 µM), without a hit: at the highest dose activity change, negative = inhibition, most hits filed as inhibitors; further: potency means the concentration at half of the fitted maximal effect; on the % scale 0 is the no-effect control and ±100 the full control effect; nearly all actives have a fitted effect of over 50% in size
Target sequence (O75164 whole entry, looked up, the tested form may be a part): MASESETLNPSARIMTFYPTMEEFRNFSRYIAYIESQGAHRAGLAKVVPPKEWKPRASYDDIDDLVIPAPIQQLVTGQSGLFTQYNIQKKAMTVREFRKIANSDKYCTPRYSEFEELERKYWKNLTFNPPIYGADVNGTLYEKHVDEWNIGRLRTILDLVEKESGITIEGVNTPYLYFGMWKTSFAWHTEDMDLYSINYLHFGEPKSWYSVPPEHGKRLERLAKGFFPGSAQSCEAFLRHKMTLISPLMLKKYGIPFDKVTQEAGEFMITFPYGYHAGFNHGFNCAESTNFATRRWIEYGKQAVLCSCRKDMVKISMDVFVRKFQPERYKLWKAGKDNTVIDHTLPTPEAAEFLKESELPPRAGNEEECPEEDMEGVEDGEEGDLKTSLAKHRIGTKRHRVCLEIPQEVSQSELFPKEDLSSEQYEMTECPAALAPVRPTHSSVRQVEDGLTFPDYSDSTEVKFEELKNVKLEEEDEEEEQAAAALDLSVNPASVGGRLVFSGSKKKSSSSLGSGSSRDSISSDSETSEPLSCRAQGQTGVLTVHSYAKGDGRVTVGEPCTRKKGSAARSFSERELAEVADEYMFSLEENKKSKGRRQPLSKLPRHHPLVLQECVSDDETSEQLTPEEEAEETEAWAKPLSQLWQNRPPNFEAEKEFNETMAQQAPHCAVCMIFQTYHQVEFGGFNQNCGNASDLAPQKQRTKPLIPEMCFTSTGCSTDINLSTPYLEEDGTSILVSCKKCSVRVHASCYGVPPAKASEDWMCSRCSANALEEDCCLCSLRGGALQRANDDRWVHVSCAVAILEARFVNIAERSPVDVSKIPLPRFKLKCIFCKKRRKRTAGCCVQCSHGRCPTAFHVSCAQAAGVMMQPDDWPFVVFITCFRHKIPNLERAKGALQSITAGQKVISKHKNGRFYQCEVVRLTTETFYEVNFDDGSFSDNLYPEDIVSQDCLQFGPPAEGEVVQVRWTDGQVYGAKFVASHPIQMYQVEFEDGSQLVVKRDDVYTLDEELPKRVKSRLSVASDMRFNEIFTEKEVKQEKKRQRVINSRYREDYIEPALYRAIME
HP1b chromo inh – HTS for Inhibitors of HP1-beta Chromodomain Interactions with Methylated Histone Tails; Chromobox protein homolog 1 (Homo sapiens), P83916; AlphaScreen HP1-beta / biotin-H3K9me3 peptide binding; Potency, µM (doses to about 114 µM), inactives show at the highest dose activity change, negative = inhibition, usual class: inhibitors; hit rate 0.56% among 390,000; further: potency means the concentration at half of the fitted maximal effect; nearly all actives have a fitted effect of over 70% in size; inactives centre near 23
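HP1-beta protein (50 nM final) preincubated 30 min at room temperature with biotinylated H3(1-18)K9me3 peptide (50 nM) in PBS pH 7.4, 0.01% Tween-20, then compound added for 30 min. AlphaScreen streptavidin donor/nickel chelate acceptor beads (10 ug/mL final), 30 min dark, luminescence read.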
Pin1 inh – qHTS Assay to Find Inhibitors of Pin1. Peptidyl-prolyl cis-trans isomerase NIMA-interacting 1 (Homo sapiens), Q13526. Pin1 FP peptide displacement, HiFluor488, 10 min. Potency, µM (doses to about 115 µM), for the others: at the top dose activity, negative = inhibition, actives largely listed as inhibitors. hit rate 0.009% among 390,000; active means well fitted inhibition curve with a large enough effect in the polarisation, with a control signal flat, not every such curve was filed as active; inconclusive means small, poorly fitted or top-dose-only effect, or effect the other way, or a change in a side signal; inactive means no such curve, though single readings can be large or run the other way; the % refers to the polarisation; further: potency means the concentration at half of the fitted maximal effect; on the % scale 0 is the no-effect control and ±100 the full control effect
Numbers without * were called inactive; i = inactive; ? = inconclusive; . = no result given; & = joins results of further samples; [ ] = another dose, or the depositor's remark. Unless noted, the call rests on the fitted dose curve; in most records, active means well fitted curve in the direction sought with a large enough effect; inconclusive means small, poorly fitted or top-dose-only effect, or another doubt; inactive means no such curve, though single readings can be large; an effect the other way counts as inactive or inconclusive. These rows are one share of the data; count on the stated rates, not on these rows.

The first 2 entries, to show the layout:
POLH inh,PGK inhibitor,PI4K2A inh,structure,GLS inhibitor,BAZ2B inh,G9a inh,JMJD2A Tudor,HP1b chromo inh,Pin1 inh
6%,2%,5,Cc1c(NC(=O)CSc2nnc(COc3ccccc3)n2-c2ccccc2)c(=O)n(-c2ccccc2)n1C,9%,9%,7%[59 µM],-9%,21%,4%
-23%,-1%,-4,COc1cc2cc(C(C)(C)O)oc(=O)c2cc1OC,0%,-4%,4%[0.501 µM],0%,35%,-2%

Main list, from the start:
POLH inh,PGK inhibitor,PI4K2A inh,structure,GLS inhibitor,BAZ2B inh,G9a inh,JMJD2A Tudor,HP1b chromo inh,Pin1 inh
6%,2%,5,Cc1c(NC(=O)CSc2nnc(COc3ccccc3)n2-c2ccccc2)c(=O)n(-c2ccccc2)n1C,9%,9%,7%[59 µM],-9%,21%,4%
-23%,-1%,-4,COc1cc2cc(C(C)(C)O)oc(=O)c2cc1OC,0%,-4%,4%[0.501 µM],0%,35%,-2%
-13%,i,-3,Cc1cc(C)c(NC(=O)COC(=O)C2CCN(c3ccc(C(F)(F)F)cn3)CC2)c(Cl)c1,-4%,-7%,?,-9%,56%[activator],18%
-16%,-10%,-2,CC1CN(Cc2ccccc2)C(C)CC1O (stereo not given),3%,-6%,.,-12%,37%,2%
-1%,2%,-8,O=C(Nc1nc(-c2ccccn2)cs1)c1ncc(Cl)c(Cl)c1Cl,-3%,-6%,.,-25%,29%,10%
-14%,-2%,-2,CCOC(=O)c1cccc(NC(=O)c2ccc3c(c2)nnn3C2CCCC2)c1,-7%,0%,-1%[59 µM],-21%,15%,8%
-23%,i,-3,O=S(=O)(c1ccc(Cl)nc1)N1CCCc2ccccc21,2%,24%,30%,34%,67%[activator],11%
-12%,-2%,-4,COc1ncnc2c1oc1ccccc12,3%,1%,26%,0%,58%[activator],2%
-9%,-2%,1,COc1cccc(CNC(=O)COC(=O)CCS(=O)(=O)c2ccc(C)cc2)c1,-9%,-3%,-20%,-7%,27%,-4%
-16%,-4%,-1,COc1cc(/C=C/C(O)=C/C(=O)/C=C/c2ccc(O)cc2)ccc1O,-13%,?,-3%[0.501 µM],?,5%,?
-13%,-9%,-5,CC(C)c1ccccc1NC(=O)CCCC(=O)O,-1%,-2%,11%[59 µM],-7%,18%,-2%
3%,4%,3,Cn1c(=O)c(=O)n(C)c2cc(S(=O)(=O)N3CCOCC3)ccc21,0%,0%,9%[2.33 µM],-27%,19%,-12%
2%,6%,-14,Nc1nc(COc2ccc(Cl)cc2)cs1,14%,-38%,-30%,?,?,-4%
-23%,1%,0,COc1ccc(-c2noc(=O)n2Cc2ccc(F)cc2Cl)cc1,85%[activator],24%,42%,25%,60%[activator],6%
-8%,-3%,-1,O=C(c1ccco1)N1CCN(c2cc(=O)n(-c3ccc(Cl)cc3)c(=O)[nH]2)CC1,17%,-5%,?,-16%,18%,-4%
-15%,-12%,2,COc1ccc(C(=O)Nc2cc3c4c(c2)CC(=O)N4CCC3)cc1,-3%,-22%,-18%,-8%,20%,6%
-11%,-2%,-17,O=C(c1ccc(COc2ccccc2Cl)o1)N1CCCC1,-2%,5%,-16%[12.7 µM],6%,54%[activator],-9%
20%,2%,-20,CCOc1ccc(NC(=O)C2CCN(S(=O)(=O)c3c(C)noc3/C=C/c3ccco3)CC2)cc1,-26%,.,7%[59 µM],-16%,31%,18%
-11%,i,5,CCn1cc2nc(SCc3cc(C)ccc3C)n(Cc3ccc(Cl)cc3)c(=O)c2n1,10%,-2%,3%[59 µM],-4%,19%,3%
-26%,-8%,1,C=CC[C@@H](CC(=O)N(CCO)Cc1ccccc1)C(=O)N[C@H](COC(=O)[C@H](CC=C)CC(=O)OC(C)(C)C)Cc1c[nH]c2ccccc12,-10%,.,.,?,10%,-3%
-21%,-2%,-1,COC(=O)c1ccc(-c2csc(NC(=O)c3c(C)noc3C)n2)cc1,11%,7%,3%[0.501 µM],-4%,28%,8%
-20%,-6%,-6,Cc1ccc(C)c(Nc2nnc(-c3ccc(C)c(S(=O)(=O)N4CCCCC4)c3)c3ccccc23)c1,17%,-3%,-34%[59 µM],-16%,27%,?
-1%,-9%,-6&0&1,CC(=O)N[C@@H](CS)C(=O)O,1%&-3%,12%,?,?,32%,-9%
-14%,i,-7,O=C(Nc1ccc2c(c1)N(C1CCCC1)C(=O)c1ccccc1S2)c1ccccc1F,1%,-9%,-16%[59 µM],-29%,24%,15%
-8%,7%,5,C=CCNC(=O)c1cc2c(=O)c3ccccc3oc2nc1C,-2%,1%,-9%[59 µM],-16%,25%,58%[activator]
-19%,0%,0,CCN(c1ccccc1)S(=O)(=O)c1ccc(OC)c(NC(=O)Cc2ccccc2OC)c1,2%,12%,-17%[12.7 µM],2%,32%,17%
-5%,3%,2,C=CCn1c(SC)nnc1-c1cccc([N+](=O)[O-])c1,9%,9%,24%[59 µM],-11%,33%,-7%
-11%,i,2,COc1cccc(-c2nc(CS(=O)(=O)CC(=O)NCc3ccc(C)cc3)c(C)o2)c1,-12%,-15%,-17%[59 µM],-15%,42%[activator],6%
-9%,-6%,-3,O=C(Nc1ccc(Br)cc1)c1cccc(NC(=O)C2C3CC4OC(=O)C2C4C3)c1 (stereo not given),-10%,7%,?,-13%,16%,-2%
-8%,-9%,-1,Cc1ccc(N2C(=O)c3ccccc3C2(O)c2ccccc2)cc1 (stereo not given),22%,.,.,-7%,34%[57 µM],-4%
1%&9%,-4%&6%,-2&0,CCOC(=O)C1CCN(CCC(=O)Nc2ccccc2Cl)CC1,15%&17%,1%&-1%,-35%&-12%[59 µM],-1%,28%&4%,2%&-14%
-19%,4%,0,COC(=O)c1ccc(COC(=O)c2cccn2C)o1,-13%,-5%,-6%,-11%,21%,-1%
-20%,-8%,-1,CCOc1ccc2nc(SCC(=O)NNC(=O)c3ccco3)c(C)cc2c1,12%,8%,20%[59 µM],4%,25%,-1%
-7%,-3%,8,CCc1ccc(C2c3[nH]c4ccccc4c3CCN2C(=O)c2cc[n+]([O-])cc2)cc1 (stereo not given),3%,?,-45%,-21%,24%,19%
-11%,10%,7,CCN(c1ccc(C)cc1C)S(=O)(=O)c1nnc(NC(=O)C(C)C)s1,-1%,1%,5%,-2%,36%,-1%
-23%,-6%,5,CCOc1cccc(CN2CCCC(C(=O)Nc3cccc(-n4cccn4)c3)C2)c1 (stereo not given),4%,-10%,.,-26%,5%,1%
?,0%,-3,CCCSc1nnc(CNC(=O)C23CC4CC(CC(C4)C2)C3)n1Cc1ccccc1,-3%,12%,?,-14%,39%,-2%
2%,-5%,-5,CC(C)CC(=O)NC(=S)NNC(=O)c1cccc([N+](=O)[O-])c1,3%,2%,22µM*,-18%,17%,-9%
-19%,-7%,-1,CC(=O)NC(NC(=S)Nc1c(C)n(C)n(-c2ccccc2)c1=O)C(Cl)(Cl)Cl (stereo not given),-6%,-10%,-48%,-24%,19%,-1%
-1%,-7%,-1,NS(=O)(=O)c1ccc(CNC(=O)/C=C/c2ccc(Cl)c(Cl)c2)cc1,-3%,3%,1%[59 µM],-9%,17%,-2%
3%,-1%,0,CC(C)=C1C2CCC1C(C(=O)Nc1cc(C)cc(C)c1)C2C(=O)O (stereo not given),5%,-31%,40µM*,1%,43%[activator],-11%
18µM*,-7%,-5,Cc1ccc(S(=O)(=O)N2CCCCC2)cc1C(=O)Nc1cccnc1,-12%,-13%,.,-18%,14%,-1%
-3%,0%,-4,CC(=O)Nc1ccc(OC(=O)Oc2ccc(NC(C)=O)cc2)cc1,0%,11%,?,5%,44%[activator],-5%
2%,6%,1,C=CCNC(=S)N1CCC(C(=O)c2ccc(F)cc2)CC1,14%,-38%,14%,-5%,30%,-2%
-19%,1%,0,CN(Cc1cccc(Cl)c1)C(=O)C1CSC2(C)CCC(=O)N12 (stereo not given),-2%,-14%,20%,1%,37%,8%
-4%,-9%,9,Cc1ccc(N2CC(C(=O)Nc3ccccn3)CC2=O)cc1 (stereo not given),4%,-34%,-7%[59 µM],-5%,24%,-1%
-6%,-10%,-1,CCN1c2ccccc2-c2nc3ccccc3n2C1c1ccccn1 (stereo not given),3%,21%,21%[59 µM],38%[activator],119%[activator],-10%
